# Source: PubChem BioAssay (several laboratories)
# TWEAK Fn14 block = inhibitors of TWEAK-Fn14 interaction signaling; 2% of 360,000 active; TWEAK-stimulated Fn14 reporter cells, luciferase luminescence, 8 h; AID 1159606; inhibition, % at 10 µM; in the data active means inhibition above about 50%
# TRAIL sens C8 = sensitizes caspase-8 expressing cells to TRAIL | NB7+C8 cells + TRAIL, ATPlite viability luminescence | 1% of 360,000 active | inhibition (viability loss, TRAIL sensitization), % at 10 µM | AID 624354;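 active means compounds causing at least 50% loss of cell viability in the single-dose screen, relative to plate controls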
# SRC1 inh = inhibits human SRC1 coactivator. Q15788. HEK293 GAL4-SRC1 luciferase reporter, luminescence. inhibition, % at 3.6 µM. 0.12% of 360,000 active. AID 588354;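 active means inhibition above the campaign mean plus 3 SD, with each screening campaign given its own cutoff, cut at about 60% in these data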;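 further: 0% = DMSO treated cells and 100% = gossypol at 36 µM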
# Shn3 3UTR inh = Schnurri-3 reporter inhibition in Clone20 osteoblasts. Clone20 osteoblast Shn3 3'UTR firefly luciferase, 24 h. inhibition, % at 12.5 µM. 0.52% of 360,000 active. AID 588674;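 active means mean inhibition of at least 75% with every replicate also reaching 75%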;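 further: 0% = median of neutral control wells and 100% = pilot-screen positive control compound; some compounds past the cut are filed as inactive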
# LMP1 NFkB inh = Epstein-Barr LMP1 NF-kappaB reporter inhibition | inhibition, % at 12.5 µM | 0.69% of 350,000 active | LMP1-induced NF-kappaB luciferase reporter cells, luminescence; in the data active means inhibition above about 41%;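 further: 0% = neutral control wells and 100% = reference inhibitor control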
# TROY NFkB inh = TROY signaling inhibition. Q293 LMP1-TROYcd NF-kB luciferase reporter, 4 h. inhibition, % at 10 µM. 0.98% of 360,000 active. AID 1347056;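 active means compounds whose plate-normalised and pattern-corrected inhibition of the luciferase reporter signal at the single screening dose is 50% or more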
# CF NFkB inh = cystic fibrosis NF-kB activation inhibition. KKLEB NF-kB-GFP reporter, PAF-induced, GFP fluorescence overnight. inhibition, % at 5 µM. 0.86% of 360,000 active. AID 588850;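 active means at least 50% inhibition at 5 µM, scaled per plate between neutral and stimulator controls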;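 further: PAF is a Pseudomonas aeruginosa culture filtrate used as stimulus; plate controls were PAF-stimulated DMSO wells for no effect and unstimulated DMSO wells for full effect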
# KKLEB tox = reduces viability of KKLEB cystic fibrosis airway cells; KKLEB CF airway cells viability, ATPlite luminescence, overnight; stronger effect = lower value; cells stimulated with P. aeruginosa culture filtrate; AID 602141; activity change (cytotoxicity), % at 5 µM; 0.36% of 360,000 active;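 active means corrected activity change at or below -50% at 5 µM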
# NCOA3 inh = inhibits human SRC3 coactivator; HEK293 GAL4-SRC3 luciferase reporter, luminescence; 0.17% of 360,000 active; inhibition, % at 3.6 µM; AID 588352; Q9Y6Q9;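 active means inhibition above a per-campaign cutoff, the mean of all compounds plus 3 SD, cut at about 60% in these data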;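 further: 0% = DMSO-treated cells and 100% = gossypol-treated cells at 36 µM; higher means less SRC3-driven luciferase light from the GAL4 reporter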
# LRH-1 inv ag = inverse agonists of human LRH-1 (NR5A2). 0.13% of 360,000 active. AID 602396. inhibition, % at 3.6 µM. HEK293T StAR-luciferase reporter, LRH-1 transfected, 24 h;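 active means inhibition above the mean inhibition of all tested compounds plus 3 SD, cut at about 73% in these data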;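 further: 0% = DMSO wells and 100% = reporter-only cells lacking LRH-1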
# Target sequence (O00482 whole entry, looked up): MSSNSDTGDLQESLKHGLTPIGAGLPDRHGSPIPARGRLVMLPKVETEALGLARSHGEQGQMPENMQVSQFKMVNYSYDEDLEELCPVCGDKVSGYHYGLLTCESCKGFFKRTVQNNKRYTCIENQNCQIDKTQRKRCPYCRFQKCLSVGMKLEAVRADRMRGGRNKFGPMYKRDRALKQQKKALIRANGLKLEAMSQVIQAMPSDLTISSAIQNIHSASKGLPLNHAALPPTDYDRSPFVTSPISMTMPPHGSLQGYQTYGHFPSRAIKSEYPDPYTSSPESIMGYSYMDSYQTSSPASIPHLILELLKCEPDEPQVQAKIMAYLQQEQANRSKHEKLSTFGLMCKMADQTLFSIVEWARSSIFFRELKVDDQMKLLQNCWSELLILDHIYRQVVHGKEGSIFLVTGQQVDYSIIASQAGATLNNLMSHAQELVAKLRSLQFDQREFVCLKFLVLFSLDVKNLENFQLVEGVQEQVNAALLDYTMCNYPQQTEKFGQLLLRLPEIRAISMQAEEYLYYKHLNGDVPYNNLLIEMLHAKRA
# COUP-TFII inh = inhibitors of human COUP-TFII (NR2F2). P24468. HEK293T NGFI-A luciferase reporter, luminescence. inhibition, % at 8.6 µM. 0.7% of 370,000 active. AID 686940;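 active means inhibition above a per-plate cutoff, mean inhibition of test wells between control levels plus 3 SD, cut at about 38% in these data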;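 further: cells cotransfected with COUP-TFII expression vector driving the NGFI-A reporter; 0% = median of COUP-TF2 test wells and 100% = reporter-only cells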
# Target sequence (P24468 whole entry, looked up): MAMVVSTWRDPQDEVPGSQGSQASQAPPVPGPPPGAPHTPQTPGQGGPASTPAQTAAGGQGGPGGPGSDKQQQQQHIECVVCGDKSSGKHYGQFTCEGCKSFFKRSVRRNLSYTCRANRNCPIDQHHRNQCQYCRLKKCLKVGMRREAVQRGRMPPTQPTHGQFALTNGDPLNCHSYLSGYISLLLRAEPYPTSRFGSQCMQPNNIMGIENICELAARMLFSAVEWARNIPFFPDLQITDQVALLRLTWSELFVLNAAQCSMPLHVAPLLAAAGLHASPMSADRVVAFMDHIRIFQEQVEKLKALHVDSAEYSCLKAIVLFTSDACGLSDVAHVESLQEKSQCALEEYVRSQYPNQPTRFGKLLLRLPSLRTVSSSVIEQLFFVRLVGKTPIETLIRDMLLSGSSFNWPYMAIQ
# Starred values were filed as active, the others as inactive; . = not tested or not shown. An excerpt, so the mix of outcomes need not match the whole.
no.	Compound	TWEAK Fn14 block	TRAIL sens C8	SRC1 inh	Shn3 3UTR inh	LMP1 NFkB inh	TROY NFkB inh	CF NFkB inh	KKLEB tox	NCOA3 inh	LRH-1 inv ag	COUP-TFII inh
1	CCC1=Nc2cc(C(=O)NCCN3CCCC3)ccc2Sc2ccccc21	-14.9	6.5	-4.4	0.2	-6.0	0.0	2.2	9.6	8.2	-13.1	9.4
2	O=C(Oc1cccc(Oc2ccccc2)c1)N1CCOCC1	-8.8	-0.3	13.6	4.5	-21.8	8.8	-3.7	-5.3	-19.0	-2.4	-9.2
3	COC(=O)c1cc(C)ccc1/C=C1/Cc2c(C)cc(C)cc2C1=O	-10.2	19.6	-9.9	17.6	-3.2	-4.1	2.8	6.9	-0.1	-36.6	-4.3
4	O=C(NNC(=O)c1ccc(Br)s1)c1cccc(Cl)c1	-9.5	7.6	-6.7	-12.2	-8.5	-5.0	5.6	-6.0	7.2	-20.1	-29.7
5	COc1ccccc1C(=O)OCC(=O)Nc1ccc(OC(F)F)cc1	-19.1	1.1	-17.8	-10.4	-6.1	-51.4	7.0	-11.8	-10.0	8.3	-11.2
6	CCCCCC1CC(=O)N(Cc2ccc(Cl)cc2)C(=O)N1 (stereo unspecified)	-16.0	-21.7	-11.2	-6.0	-10.5	-3.2	3.9	1.4	13.2	2.6	6.8
7	O=C(O)CSc1nnc(-c2ccncc2)n1Cc1ccccc1	-6.1	0.2	-3.7	13.2	5.6	-1.5	-26.7	14.3	-0.1	-10.3	-5.0
8	CCCCN(CC)CCNC(=O)CN1C(=O)COc2ccc(S(=O)(=O)N3CCCC3)cc21	6.2	16.3	-1.5	7.3	-0.6	3.6	-6.8	4.0	-12.0	-2.5	-6.2
9	CS(=O)(=O)c1ccccc1-c1nc(-c2cc(C(F)(F)F)cc(C(F)(F)F)c2)no1	-6.7	-2.6	-1.1	5.6	4.3	19.4	14.8	-2.0	6.7	2.7	13.6
10	Cc1ccc(CC(=O)Nc2ccc(C(=O)N3CCOCC3)cc2)cc1	13.2	9.5	0.9	-1.7	-1.6	-1.6	-8.4	8.2	0.6	6.8	11.7
11	CC(C)C(=O)Nc1ccc2c3c(cccc13)CC2	5.4	-3.4	-3.2	-38.2	-5.5	-6.1	-0.9	9.0	17.0	-5.2	-19.3
12	COc1cc(C(=O)NCC(c2ccccc2)N(C)C)ccc1OCc1c(C)noc1C (stereo unspecified)	-7.4	8.2	0.4	7.9	-10.2	-9.5	-14.8	6.8	-18.9	-12.6	1.1
13	CCOC(=O)c1nnn2c1nc(SCC(C)=O)c1ccccc12	-17.4	-7.1	-3.0	-5.7	.	5.4	-0.5	-6.0	-1.6	9.2	-0.5
14	O=C1OC[C@H]2CCCN2C(=O)[C@@H](CC(=O)N(CCO)Cc2ccccc2)C/C=C\CC[C@H]1Cc1ccc(F)cc1	-18.2	-1.9	-5.0	4.0	-3.4	-7.9	17.7	-5.6	3.6	-8.5	9.5
15	O=C(CCCc1ccccc1)Nc1ccnn1C1CCN(Cc2ccc(Cl)cc2)CC1	11.8	-9.5	-4.5	-2.4	8.7	21.9	0.9	-18.8	-17.9	14.1	4.9
16	CC1(C(=O)NCc2cccc(Cl)c2)Cc2c(-c3ccc(C(N)=O)cc3)ccnc2O1 (stereo unspecified)	-26.1	-17.2	16.9	1.6	.	-7.2	-9.1	-8.3	0.7	-44.1	17.9
17	CCOc1ccc(C(CC(=O)O)NC(=O)C2c3ccccc3Oc3ccccc32)cc1 (stereo unspecified)	3.2	15.4	6.2	0.2	-10.4	3.7	8.2	-1.4	-9.8	22.5	5.9
18	Cc1ccc(-c2noc(CCC(=O)NCCCN3CCN(c4cccc(Cl)c4)CC3)n2)cc1	37.7	15.1	-4.2	48.8	11.3	22.3	11.4	-3.5	16.0	9.9	12.7
19	S=c1nc(-c2csc3c2CCCC3)[nH][nH]1	0.7	-2.5	2.2	-8.8	8.5	3.5	0.5	6.9	4.9	-3.7	9.4
20	OC1(C#CCN2CCCC2)c2ccccc2-c2ccccc21	2.7	6.7	-2.8	13.4	-0.4	-34.1	-0.4	-10.9	17.6	-12.0	25.0
21	O=C(CSc1ccc2c(c1)OCCO2)NCc1ccccc1	-6.6	-0.4	-38.7	-11.8	-6.1	-0.1	-12.2	5.5	11.4	2.6	-2.3
22	Cc1nn(CC(C)C)c(Cl)c1C(=O)NCC1CCCO1 (stereo unspecified)	17.2	-11.9	-0.6	-10.2	-1.3	-9.3	5.8	1.1	2.6	-17.5	-2.5
23	C/C(=N\NC(=O)c1ccccc1)C1C2C=CC(C2)C1(C)C (stereo unspecified)	9.6	24.9	-62.1	-6.2	-2.0	-34.2	-11.5	-2.3	-48.1	-132.6	-40.8
24	CCCCC1=CC2=CC(=O)C(C)(OC(=O)CC)C(=O)C2=CN1C1CCCCC1 (stereo unspecified)	3.4	-8.8	7.0	19.3	-2.3	-6.0	15.9	-11.2	15.3	10.5	4.6
25	COc1ccc(Cl)cc1NC(=O)CSc1nnc(COc2ccccc2)n1N	7.3	-1.0	1.0	23.0	2.1	-10.8	11.4	0.4	-1.5	-14.0	5.5
26	COc1ccc(Cl)cc1C(=O)N/N=C/c1ccc(N2CCOCC2)cc1	-10.5	32.5	0.4	-30.7	-10.6	11.9	1.4	12.8	9.2	3.0	-16.2
27	COc1ccccc1N1CCN(C(=O)c2cccc(N3C(=O)NC4CC3(C)Oc3c(OC)cccc34)c2)CC1 (stereo unspecified)	4.1	-20.0	-14.1	5.1	-0.2	17.9	0.6	13.2	-0.9	10.1	5.6
28	COC(=O)C1CCN(C(=O)Cc2ccc(C)cc2)CC1	7.9	-5.9	-16.2	-7.1	6.4	-7.0	-14.2	7.4	2.4	-25.4	2.2
29	Cc1cc(C)n2nc(SCCCC(=O)c3ccc(F)cc3)nc2n1	3.8	-1.6	-0.9	-15.6	0.4	1.2	-9.0	2.5	5.2	15.3	3.0
30	COc1ccc(C(=O)NCc2nnc(SCC(=O)N3CCc4ccccc43)o2)cc1OC	-10.8	-3.1	2.2	-2.4	-0.7	15.8	-3.4	1.2	10.8	-49.5	-0.9
31	Cc1ccc(C(=O)N2CCC(C(=O)Nc3cccc([N+](=O)[O-])c3)CC2)cc1	-1.3	4.7	4.5	-12.6	-2.1	-4.8	-0.7	-5.1	-6.7	-18.1	5.6
32	CC(C)NC(=O)c1onc(CSc2ccccc2)c1C(=O)O	-5.5	3.4	-21.5	3.7	-2.1	5.2	-7.5	-7.8	9.6	-3.8	-18.3
33	COc1cccc(N2CCN(C3OC(=O)c4ccccc43)CC2)c1 (stereo unspecified)	-0.5	4.7	-2.8	14.2	-5.9	-1.7	5.2	1.9	3.7	-11.7	-2.2
34	C=CCc1cc(/C=C2/NC(=O)NC2=O)cc(OCC)c1O	-18.8	-3.8	-3.4	13.2	0.3	-0.3	-11.9	1.2	-11.1	-4.7	6.0
35	COc1ccc2nc(Nc3nc4cc5c(cc4s3)OCCO5)sc2c1	-20.1	14.4	-30.3	16.9	-18.0	-74.7	-11.7	-3.6	-22.6	-21.0	0.9
36	COc1ccc2cnn(-c3ccc(C)cc3)c(=O)c2c1OC	-3.1	7.0	-75.4	-20.2	-8.1	-21.3	12.5	5.2	-84.8	-101.1	-49.5
37	CC(=O)c1ccc(N2CCN(C(=S)Nc3cccc(F)c3)CC2)cc1	13.4	5.2	1.9	43.1	3.0	.	-5.4	-28.4	-80.9	3.8	2.5
38	Cc1ccc(C(C)C)c(O)c1	4.2	3.4	7.7	8.7	-2.7	-16.7	-4.6	4.9	15.3	11.5	3.3
39	COCCn1c(=NC(=O)c2ccc(S(=O)(=O)N3CCc4ccccc4C3)cc2)sc2cc(S(N)(=O)=O)ccc21	16.2	0.4	0.6	15.0	6.5	-6.2	0.1	-7.1	7.8	18.2	30.5
40	COc1ccc2nc(C)[nH]c(=O)c2c1	-2.5	-9.5	-0.4	-16.6	-1.7	-15.7	1.8	-2.8	-8.1	2.4	2.9
41	O=C(/C=C/c1ccccc1)NCCS(=O)(=O)N1CCN(c2ccccc2)CC1	-11.6	-11.0	-17.2	8.2	-0.3	-29.8	2.7	-18.9	-5.0	-11.7	2.9
42	CC[C@]12c3[nH]c4cc(-c5ccco5)ccc4c3CCN1C(=O)[C@@H](CC(=O)NCc1ccco1)C[C@@H]2C(=O)N1CCN(C(=O)c2ccco2)CC1	-3.0	-0.5	1.8	8.9	-4.8	-14.3	0.1	5.0	-2.6	3.9	-4.7
43	COc1ccc(-c2nc(CNS(=O)(=O)c3cc(OC)ccc3OC)cs2)cc1	-3.6	3.7	6.9	-20.4	-3.0	-19.5	-3.8	8.0	-8.6	0.0	6.8
44	CCN(CC)S(=O)(=O)c1ccc(C(=O)NCC(c2cccs2)N2CCOCC2)cc1 (stereo unspecified)	-4.2	-9.5	13.2	1.7	-2.0	-16.0	10.9	-0.5	4.3	15.9	-5.6
45	Cc1cccc[n+]1CCCCCCCCCC[n+]1ccccc1C	-11.7	0.8	9.2	7.7	8.0	2.8	6.4	0.0	25.8	17.4	29.9
46	CC(C)(C)NC(=O)C(Cc1ccccc1)NS(=O)(=O)c1cccc2nsnc12 (stereo unspecified)	-24.4	-8.1	3.7	-3.0	9.0	-0.8	14.3	-2.3	18.8	11.3	3.4
47	COCCCn1c(SCC(=O)NC2CCCCC2)nnc1-c1ccco1	4.6	0.2	2.2	8.5	-28.5	0.7	-0.4	-1.9	2.2	9.2	16.7
48	COc1ccc(CCNC(=O)C(=O)NCC2OCCN2C(=O)c2ccc(Cl)cc2)cc1OC (stereo unspecified)	-2.1	-3.1	-20.6	19.1	2.9	3.7	5.6	-21.6	23.8	5.6	-2.0
49	COCCCn1c(=O)c2sccc2n(Cc2cccc(C)c2)c1=O	11.3	12.0	-20.3	6.6	-9.1	11.5	-0.7	8.7	-3.4	5.2	-8.5
50	O=C(COC(=O)c1c(F)cccc1F)Nc1ccccc1OC(F)F	-16.4	-8.4	4.0	-0.4	1.1	-9.3	-25.1	5.0	-9.5	-3.7	-9.7
51	CCOC(=O)/C(N=Nc1ccc(C(=O)O)cc1[N+](=O)[O-])=C(\C)O	-8.8	-2.8	-10.2	-14.5	4.7	43.0	18.9	1.7	9.9	-7.1	14.6
52	CCC(C)(C)NC(=O)C(c1ccc(C)cc1)N(CC1CCCO1)C(=O)CCC(=O)Nc1ccccn1 (stereo unspecified)	-5.2	-14.7	-24.7	0.6	2.1	-7.8	7.3	0.2	-1.1	14.6	8.9

# Of the compounds above, these have a furan ring, fused or not:
no.	Compound	TWEAK Fn14 block	TRAIL sens C8	SRC1 inh	Shn3 3UTR inh	LMP1 NFkB inh	TROY NFkB inh	CF NFkB inh	KKLEB tox	NCOA3 inh	LRH-1 inv ag	COUP-TFII inh
42	CC[C@]12c3[nH]c4cc(-c5ccco5)ccc4c3CCN1C(=O)[C@@H](CC(=O)NCc1ccco1)C[C@@H]2C(=O)N1CCN(C(=O)c2ccco2)CC1	-3.0	-0.5	1.8	8.9	-4.8	-14.3	0.1	5.0	-2.6	3.9	-4.7
47	COCCCn1c(SCC(=O)NC2CCCCC2)nnc1-c1ccco1	4.6	0.2	2.2	8.5	-28.5	0.7	-0.4	-1.9	2.2	9.2	16.7
